Compound activity (PubChem)
NPC1 promoter act: qHTS Assay for NPC1 Promoter Activators; Huh7 NPC1 promoter luciferase reporter, 24 h; Potency, µM (top dose mostly 9.22 µM), without a hit: at the highest dose activation, hits mostly activators; 320,000 compounds, 2.4% hits;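 also: % of control where 0% means no effect; nearly all actives have a fitted effect of over 60% in size; reporter is driven by a mutant NPC1 promoter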
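NPC1 promoter–luciferase Huh7 cells; 24 h compound; luminescence.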
FLuc counter: qHTS profiling assay for firefly luciferase inhibitor/activator using purifed enzyme and Km concentrations of substrates (counterscreen for miR-21 project). Potency, µM (titrated, usually from 57.5 µM), for inactives: at the highest dose activity change, negative = inhibition, actives largely listed as inhibitors. Luciferin 4-monooxygenase (Photinus pyralis), P08659. 360,000 compounds, 6.9% hits. purified FLuc, Km substrates, luminescence inhibition. AID 588342, 2011;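 also: plate controls were vehicle for no effect and reference inhibitor for full effect; nearly all actives have a fitted effect of over 55% in size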
Target sequence (P08659 whole entry, looked up): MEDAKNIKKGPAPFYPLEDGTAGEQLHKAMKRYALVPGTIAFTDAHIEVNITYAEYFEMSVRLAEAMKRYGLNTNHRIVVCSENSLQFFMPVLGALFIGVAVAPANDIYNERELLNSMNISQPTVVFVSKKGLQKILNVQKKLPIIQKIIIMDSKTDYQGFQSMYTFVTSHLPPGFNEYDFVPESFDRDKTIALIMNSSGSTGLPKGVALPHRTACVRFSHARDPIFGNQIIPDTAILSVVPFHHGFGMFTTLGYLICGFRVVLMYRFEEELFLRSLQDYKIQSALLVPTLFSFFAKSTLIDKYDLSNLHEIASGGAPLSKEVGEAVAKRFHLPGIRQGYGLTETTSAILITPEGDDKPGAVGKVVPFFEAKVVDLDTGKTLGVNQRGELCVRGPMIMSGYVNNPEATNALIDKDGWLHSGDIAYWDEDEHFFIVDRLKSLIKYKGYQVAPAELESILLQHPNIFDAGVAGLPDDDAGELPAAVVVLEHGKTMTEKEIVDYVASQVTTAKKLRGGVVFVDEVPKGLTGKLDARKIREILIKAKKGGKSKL
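Purified P. pyralis luciferase (10nM final) with 10uM D-luciferin and 10uM ATP (Km levels) in 50mM Tris acetate pH 7.5, 10mM Mg acetate, 0.01% Tween-20, 0.05% BSA; qHTS 6-point titration, ~60 µM downward; luminescence read.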
uPA generation: qHTS for Inhibitors of Cell Surface uPA Generation; cell surface uPA generation assay, qHTS; Potency, µM (titrated, usually from 38.3 µM), without a hit: at the top dose activity change, negative = inhibition, actives largely listed as inhibitors; 330,000 compounds, 0.31% hits; AID 540303, 2011; active = well fitted inhibition curve with a large enough effect; inconclusive = small, poorly fitted or top-dose-only effect; inactive = no such curve, though single readings can be large or run the other way; tested in mouse RAW 264.7 cells; also: % is scaled to controls: 0 for no effect and ±100 for the full control effect; nearly all actives have a fitted effect of over 55% in size
Gal4-VP16 FLuc: VP16 counterscreen qHTS for inhibitors of ROR gamma transcriptional activity; Potency, µM (doses to about 53.6 µM), without a hit: top-dose activity, negative = inhibition, most hits filed as inhibitors; 310,000 compounds, 3.5% hits; Drosophila S2 Gal4-VP16 UAS-luciferase, luminescence, 20 h;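 also: Gal4-VP16 expression switched on by copper sulfate through the metallothionein promoter; % is scaled to controls: 0 for no effect and ±100 for the full control effect; nearly all actives have a fitted effect of over 50% in size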
p53 reactivator: qHTS assay for re-activators of p53 using a Luc reporter; H1299 p53-A138V BP100-luciferase reporter, luminescence, 24 h; Potency, µM (top dose mostly 92.2 µM), for inactives: top-dose activity change, positive = activation, hits mostly activators; 320,000 compounds, 0.063% hits; AID 504706, 2011; also: % of control where 0% means no effect; nearly all actives have a fitted effect of over 45% in size
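p53-null H1299 cells stably carrying temperature-sensitive p53-A138V and a BP100-luciferase reporter were pinned with compounds (4-point, 1:5 series) and held 24 hrs at 37 deg C. Luminescence was read 10 min after detection reagent.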
Rab9 promoter act: qHTS Assay for Rab9 Promoter Activators. Potency, µM (highest dose often 9.22 µM), inactives show top-dose activation, negative = inhibition, actives largely listed as activators. 320,000 compounds, 2.8% hits. Huh7 Rab9 promoter-luciferase reporter, luminescence, 24 h; also: % of control where 0% means no effect; nearly all actives have a fitted effect of over 60% in size
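Stable Rab9-luc Huh7, 1500 cells/well, 2 h settle; cmpd in DMSO, 24 h, 37 °C/5% CO2; luciferase reagent 10 min RT; luminescence.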
RORgamma inh: qHTS for inhibitors of ROR gamma transcriptional activity | Nuclear receptor ROR-gamma (Mus musculus), P51450 | Drosophila S2 Gal4-RORgamma UAS-luciferase reporter, 20 h | Potency, µM (series often up to 53.6 µM), without a hit: at the top dose activity change, negative = inhibition, actives largely listed as inhibitors | 310,000 compounds, 5.4% hits; also: % is scaled to controls: 0 for no effect and ±100 for the full control effect; nearly all actives have a fitted effect of over 60% in size
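Stable Schneider cell line, Gal4 DNA-binding domain fused to ROR gamma, UAS-luciferase. Cmpd 1 hr RT → CuSO4 700 uM final → 20 hr RT → luciferase reagent 10 min → luminescence.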
ELG1 genotox: qHTS screen for small molecules that induce genotoxicity in human embryonic kidney (HEK293T) cells expressing luciferase-tagged ELG1; Potency, µM (top dose mostly 46 µM), for the others: at the top dose activity change, positive = activation, hits mostly activators; HEK293T ELG1-luciferase reporter, luminescence, 16 h; 330,000 compounds, 1.3% hits; also: % of control where 0% means no effect; nearly all actives have a fitted effect of over 60% in size
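DMSO vehicle served as control against compound-treated ELG1-luciferase HEK293T cells; exposure lasted 16 hr at 37 °C and 5% CO2, followed by ONE-Glo luminescence detection after 30 min.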
BRCA1 expr up: qHTS Assay to Identify Small Molecule Activators of BRCA1 Expression; MCF7-BRCA1-FFLuc reporter, luminescence, 48 h; response scale: scaled: vehicle 0%, 10 µM genistein 100%; Potency, µM (top dose mostly 46.1 µM), without a hit: at the highest dose activation, actives largely listed as activators; AID 624202, 2012; 380,000 compounds, 1.1% hits; also: nearly all actives have a fitted effect of over 80% in size; some results filed as inactive show a strong effect at the top dose
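Luminescence from a BRCA1-driven firefly luciferase in MCF7 cells was read after 48 h compound exposure at 37 C. Data normalized against DMSO and a 10microM genistein activation control, then curve-fitted across the titration.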
MBNL1 CUG block: qHTS Assay for Inhibitors of MBNL1-poly(CUG) RNA binding; TR-FRET MBNL1-His/biotin-(CUG)12 binding, 665/545 ratio; Potency, µM (titrated, usually from 57.5 µM), for inactives: top-dose activity change, negative = inhibition, hits mostly inhibitors; 280,000 compounds, 0.036% hits; active = well fitted inhibition curve with a large enough effect in the signal ratio, with a control signal flat, not every such curve was filed as active; inconclusive = small, poorly fitted or top-dose-only effect, or effect the other way, or a change in a side signal; inactive = no such curve, though single readings can be large or run the other way; the % refers to the signal ratio; also: % is scaled to controls: 0 for no effect and ±100 for the full control effect
Target sequence (Q9NR56 whole entry, looked up): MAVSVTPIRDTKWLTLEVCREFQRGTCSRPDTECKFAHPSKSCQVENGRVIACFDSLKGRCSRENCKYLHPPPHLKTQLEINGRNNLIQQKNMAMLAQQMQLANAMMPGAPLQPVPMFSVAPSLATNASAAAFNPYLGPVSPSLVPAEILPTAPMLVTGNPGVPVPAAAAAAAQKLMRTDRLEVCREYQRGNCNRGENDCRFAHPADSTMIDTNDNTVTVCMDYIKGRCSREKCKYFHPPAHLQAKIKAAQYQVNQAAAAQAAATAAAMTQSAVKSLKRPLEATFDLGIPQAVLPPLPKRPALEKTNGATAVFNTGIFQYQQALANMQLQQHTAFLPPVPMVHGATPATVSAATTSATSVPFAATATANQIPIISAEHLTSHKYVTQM
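TR-FRET readout: Ex 340 nm, 665/545 nm emission ratio, normalized to buffer-only (basal) and MBNL1-(CUG)12 controls. Complex of MBNL1-His with Biotin-(CUG)12, compounds 92 nM–58 uM, incubated 60 min at room temperature.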
Active calls of the source: *; ? = inconclusive; / = not tested or not shown; [ ] = dose if it differs, or a comment. Unless noted, calls follow the shape of the dose curve; as a rule, active = well fitted curve in the direction sought with a large enough effect; inconclusive = small, poorly fitted or top-dose-only effect, or another doubt; inactive = no such curve, though single readings can be large; an effect the other way counts as inactive or inconclusive. Potency is read from the fitted curve at half-maximal effect. An unsorted share of the library; 13% or so of the library scored in one or more.

| compound | Rab9 promoter act | FLuc counter | ELG1 genotox | NPC1 promoter act | BRCA1 expr up | MBNL1 CUG block | RORgamma inh | p53 reactivator | Gal4-VP16 FLuc | uPA generation |
| --- | --- | --- | --- | --- | --- | --- | --- | --- | --- | --- |
| COc1ccccc1C(=O)Nc1ccnn1C1CCN(C(=O)C2CCOC2)CC1 (stereo not given) | 5% | 0% | 3% | 2% | 0% | -9% | 9% | ? | 0% | -1% |
| O=C1CC(c2ccco2)CC(O)=C1C=Nc1cc(Cl)ccc1O (stereo not given) | -5% | ? | -4% | 1% | -51% | 15% | -1%[10 µM] | 15% | ? | -10% |
| COCCNC(=O)C1Cc2c(ccc3ccccc23)O1 (stereo not given) | -15% | -12% | 7% | 6% | 2% | 17% | 21% | 2% | -4%[10 µM] | / |
| CCC(C)NC(=O)c1cnn2c(C)c3c(nc12)CCCC3 (stereo not given) | -1% | -8% | 7% | -3% | -55% | -6% | -1% | 8% | 0% | / |
| O=C(CSc1nnc(-c2cccs2)n1Cc1ccccc1)N1CCc2ccccc2C1 | 7% | -3% | -7% | 4% | -25% | -12% | 17% | -21% | -7% | 0% |
| O=C(O)CCn1c(SCCOc2ccccc2)nc2ccccc21 | 2% | -21% | 4% | 0% | 22% | -4% | 25% | / | -8% | -9% |
| CC1C(=O)Nc2ccc(S(=O)(=O)N3CCc4ccccc4C3)cc2NC1=O (stereo not given) | -8% | 2% | -7% | -1% | -22% | -5% | ? | -2% | -23% | -11% |
| CCOC(=O)N1CCN(c2cc3[nH]c(=S)[nH]c3cc2F)CC1 | -1% | -1% | -1% | -3% | -29% | -4% | -11% | -7% | 0% | / |
| NS(=O)(=O)c1cc2c(cc1Cl)NC(CSCc1ccccc1)=NS2(=O)=O | 10% | ? | 3% | 1% | -4% | -2% | 18% | 6% | -2% | 17% |
| O=c1cc(N2CCCCC2)c(-c2ccccc2)nn1Cc1c(Cl)cccc1Cl | -7% | 0% | -12% | -6% | -82% | -10% | 9% | -8% | -14% | 10% |
| CC1(C)CC(=O)C2=C(C1)N(Cc1cccnc1)C(=O)C2(NC(=O)c1ccc(F)cc1)C(F)(F)F (stereo not given) | 1% | 0% | 0% | 2% | -2% | -2% | -2% | -12% | -12% | -6% |
| CCn1cc(C2=NC(C)CO2)c2ccccc21 (stereo not given) | 15% | -5% | -1% | 1% | 7% | -2% | 10µM* | 7% | -28% | / |
| O=c1cc(Cn2nnc(-c3ccc(Cl)cc3)n2)nc2sccn12 | 1% | 0% | -7% | 3% | -3% | -3% | 8% | -5% | 2% | 0% |
| Cn1c(=O)c2sccc2n2c(CCCC(=O)NCc3ccc(F)cc3)nnc12 | 2% | 2% | -1% | -4% | 6% | -12% | 13% | 4% | -21% | -2% |
| COc1cccc(NC(=O)CN(C)S(=O)(=O)c2ccc(C)cc2)c1 | -4% | 3% | -2% | 2% | -20% | -6% | 41% | -3% | 4% | 1% |
| COc1ccc(-n2c(SCC(=O)Nc3ncc(Cl)cc3Cl)nc3ccccc32)cc1 | -9% | -6% | -9% | -8% | / | 4% | 11% | 0% | -7% | / |
| O=C(NC1CCN(C(=O)Nc2cccc(Cl)c2)CC1)C1CCCCC1 | 4% | 4% | 0% | 0% | -5% | -5% | -9% | 10% | 5% | -4% |
| O=C(O)c1cccc(NC(=O)c2ccc(CN3C(=O)c4ccccc4C3=O)cc2)c1 | 8% | 12µM* | 0% | 2% | -3% | ? | 13% | ? | 1% | -3% |
| O=C(CCc1c[nH]c2ccccc12)NCCOc1ccccc1 | 5% | 1% | 6% | -2% | 0% | 3% | 8% | 1% | -16% | 1% |
| Cc1ccc(-c2csc(NC(=S)NC(=O)/C=C/c3ccco3)n2)cc1 | -12% | -6% | 13% | -16% | -69% | -4% | ? | 26% | ? | / |
| CCOC(=O)CNC(=O)CSc1nnc(-c2c[nH]c3ccccc23)n1CC | -2% | 1% | -1% | 0% | -6% | -7% | 11% | -3% | -1% | 5% |
| COc1ccc(NC(=S)N/N=C2\CC(C)(C)Oc3ccc(O)cc32)cc1 | -2% | 4% | -1% | 1% | -15% | -3% | 6.3µM* | -6% | 5.6µM* | 0% |
| O=C(c1cc(Cl)c(=O)n(Cc2ccc(Cl)cc2)c1)N1CCOCC1 | 0% | 7% | 3% | -6% | -8% | -10% | 10% | 1% | -4% | / |
| N#Cc1nc(-c2cccs2)oc1NCCc1ccccc1 | 7% | 19µM* | ? | 18% | 11µM* | 22% | 43% | ? | 20% | -9% |
| O=C(O)Cn1c(SCCOc2ccccc2)nc2ccccc21 | / | -5% | / | / | -9% | -5% | 12% | / | -4% | 4% |
| CC(C)c1ccc2oc(=O)cc(CN3CCOCC3)c2c1 | -2% | 4% | 8% | 1% | -16% | 9% | -18% | -3% | -20% | -8% |
| Cc1ccc(OCc2ccccc2C)c([N+](=O)[O-])n1 | 14% | ? | 10% | 9% | 29% | ? | 0% | 21% | ? | -1% |
| C/C(N)=C(/C#N)C(=O)COC(=O)CC12CC3CC(CC(C3)C1)C2 | -9% | 3% | -1% | -2% | 0% | 3% | -2% | 0% | -1% | 3% |
| COc1ccccc1/C=C/C(=O)NCC(=O)N=Nc1c(O)[nH]c2ccccc12 | -7% | -9% | 0% | 3% | -5% | ? | -1% | -13% | -5% | -8% |
| Cc1cc(C)n(-c2ncnc3sc(C)c(C)c23)n1 | -2% | -1% | 0% | 2% | 2% | -5% | -7% | 0% | 1%[0.365 µM] | -5% |
| Cc1ccc(C)c(/C=N/n2cc(-c3ccccc3)[nH]c2=S)c1 | 8% | -19% | -15% | 8% | -38% | 6% | 0.28µM* | ? | ? | -2% |
| CC1CCc2c(sc(NC(=O)CCc3nc4ccccc4c(=O)[nH]3)c2C#N)C1 (stereo not given) | -3% | -1% | 8% | -6% | -25% | / | / | ? | / | 5% |
| Cc1cc(-c2ccccc2)c(C#N)c(SCC(N)=O)n1 | 1% | 6% | 0% | -1% | 5% | 4% | -2% | -5% | 4% | 2% |
| COc1ccc(/C=C2\N=C(C)OC2=O)cc1OC(C)=O | -4%[1.84 µM] | 0% | 0% | 0% | 7% | -14% | 4% | 2% | 21% | 2% |
| O=C(Cc1ccccn1)c1ccc(O)cc1O | -7%[1.84 µM] | 2% | 3% | 0% | -4% | 1% | -13% | 3% | -12% | 12% |
| COc1ccc(CN2C(=O)CCC2(C)C(=O)NCc2cccnc2)c(OC)c1 (stereo not given) | 16% | -1% | 0% | -5% | 2% | ? | -20% | 21% | 1% | 1% |
| Cc1ccc(NC(=O)c2cnn(-c3ccccc3)c2C)c(C)c1 | 3.2µM* | 12µM* | ? | 2.5µM* | 68% | 0% | 44% | / | 9% | -1% |
| CCn1nc(NS(=O)(=O)c2ccccc2)c2cc3ccc(C)cc3nc21 | -6% | ? | 0% | -4% | -23% | 23% | -12% | -3% | 4% | -11% |
| CC(C)Cn1c(N)c(C(=O)COC(=O)c2c(O)c(Cl)cc(Cl)c2Cl)c(=O)n(C)c1=O | 9% | 1% | 0% | 4% | 0% | / | / | 13% | / | 17% |
| N#CC1=C2SCN(c3ccccc3)CN2C(=O)CC1c1cccs1 (stereo not given) | -1% | ? | 0% | 9% | -23% | 43%[activator] | 38% | 3% | -6% | 2% |
| COc1cc(C2NC(=S)NC(C)=C2C(=O)Nc2ccc(C)cc2)ccc1O (stereo not given) | 2.2µM* | ? | 17% | ? | ? | -18% | 1% | ? | -11% | 0% |
| CCOc1cc2[nH]c(=S)n(Cc3ccc(C(=O)NCCCOC)cc3)c(=O)c2cc1OCC | -2% | -1% | ? | -5% | -25% | 8% | ? | 1% | -29% | 9% |
| COc1ccc(C(=O)/C=C/c2ccc(OC)c(COc3ccccc3F)c2)cc1 | -2% | ? | -1% | -1% | -58% | -8% | -26% | -8% | 4% | -9% |
| Cc1cc2c(=O)n(Cc3ccco3)c(SCC(=O)N3CCCc4ccccc43)nc2s1 | -6% | -2% | -8% | -1% | -45% | -3% | 26% | -6% | -2% | -24% |
| COCCN(CCOC)C(=S)Nc1ccccc1 | 1% | -1% | -1% | -3% | 3% | -6% | 41% | -2% | ? | 2% |
| CCN(CC)CC(=O)N1c2ccccc2Sc2ccc(Cl)cc21 | 2% | 1% | -2% | -6% | -29% | -11% | -43% | 3% | 2% | 1% |
| Cc1cc(C(=O)COC(=O)c2cccs2)c(C)n1-c1c(C)n(C)n(-c2ccccc2)c1=O | -6% | 2% | 0% | -2% | 6% | -2% | -20% | 1% | 0% | 10% |
| CC(=O)N1C=CN(C(C)=O)C(c2cn(C)c3ccccc23)C1c1cn(C)c2ccccc12 (stereo not given) | -5% | 1% | -4% | 0% | -36% | 1% | 25% | -6% | 2% | -10% |
